Dicer inh = human Dicer pre-microRNA cleavage inhibition; cat-ELCCA pre-miR-21 Dicer processing, chemiluminescence; hits give high values; z-score at 25 µM; AID 1347074; 47,000 compounds, 6% hits; Q9UPY3; in the data active means z-score above about 3, passing the limit was not always enough;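 further: plate controls were vehicle for no effect and no enzyme for full effect; higher signal means more uncleaved substrate so more Dicer inhibition; strong numbers were not always called active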
* marks the source's active call; other numbers are inactive results.

SMILES	Dicer inh
C=CCn1c(SC(C(C)=O)C(=O)OCC)nnc1-c1cnn(-c2ccccc2)c1N (stereo not given)	-2.1
COC(=O)c1sc2nc(-c3cccs3)cc(C(F)(F)F)c2c1N	1.8
CC(=O)c1sc2nc(C)cc(C)c2c1N	-1.6
Cc1ccccc1OCC(O)Cn1c[n+](C)c2ccccc21 (stereo not given)	-0.64
Cc1cc(C)c(N=c2oc(C(C)(C)C)cs2)cc1C	-3.4
O=C(C1CC(c2ccc(Cl)cc2)=NO1)N1CCCCC1 (stereo not given)	-1.6
CSc1scc2c1/C(=N/OC(=O)c1cccc(C(F)(F)F)c1)CC(C)(C)C2	-0.09
Cc1cccc(NC(c2ccccn2)c2ccc3cccnc3c2O)n1 (stereo not given)	-0.29
S=C(N/N=C/c1cccc2ccccc12)Nc1c(Cl)cccc1Cl	0.63
CCCCOC(=O)C1=C(C)NC2=C(C(=O)CC(C)(C)C2)C1c1cc(OC)ccc1OC (stereo not given)	-0.1
C/C(=N\OC(=O)c1ccc(C(F)(F)F)cc1)c1ccc[nH]1	-0.09
O=C1CC(c2ccccc2)CC(=O)N1Cc1csc2ccccc12	0.56
Cn1ccnc1S(=O)(=O)/C(C#N)=C/c1ccc(C(F)(F)F)cc1	-0.64
CC1CN(c2nc3ccccc3nc2SCC(=O)N2CCOCC2)CC(C)O1 (stereo not given)	1.1
O=C(O)CSCc1nc(-c2cnc3n(c2=O)CCS3)no1	-0.49
Cc1cc(OC(=O)c2nn(-c3ccccc3)nc2C)n(-c2ccccc2)n1	-4.6
O=C(/C=C/S/C=C/C(=O)c1ccc(F)cc1)c1ccc(F)cc1	-0.81
Cc1nn(C(=O)c2cccnc2)c(C)c1Sc1ccc(Br)cc1	1.3
Nc1nnc(SCCCCOC2CCCCO2)s1 (stereo not given)	-0.89
COC(=O)CC1Oc2ccc(Cl)cc2-n2cc(-c3ccc(F)cc3)nc21 (stereo not given)	-1.1

Reprinted from the part before: 3 compounds; new compounds follow.
SMILES	Dicer inh
Cc1nn(C(=O)c2cccnc2)c(C)c1Sc1ccc(Br)cc1	1.3
Nc1nnc(SCCCCOC2CCCCO2)s1 (stereo not given)	-0.89
COC(=O)CC1Oc2ccc(Cl)cc2-n2cc(-c3ccc(F)cc3)nc21 (stereo not given)	-1.1
CSc1sc(-c2nc(C)cs2)c(C)c1-c1ccnc(SCC(=O)Nc2ccc(Cl)cc2)n1	-0.25
NC(=O)c1cc([N+](=O)[O-])cc2c1-c1ccc([N+](=O)[O-])cc1/C2=N\O	0.67
CCOC(=O)c1oc2ccc(OC)cc2c1CSc1ccccn1	4*
COc1cccc(OCCSc2n[nH]c3nc4ccccc4n23)c1	-0.61
CCc1cccc(C)c1NC(=O)N(Cc1ccccc1)C(C)C	0.43
O=c1/c(=C/c2ccc(F)cc2)sc2nnc(-c3ccco3)n12	0.48
CN1CCN(c2nc(-c3ccccc3)c3cc(Cl)ccc3n2)CC1	0.77
Cc1ccc2[nH]c(C)c(CN(C)C)c(=O)c2c1	0.69
O=C(CC1(O)C(=O)N(Cc2cccc(F)c2)c2ccccc21)c1ccccn1 (stereo not given)	2.1
Cc1cc(C)n(-c2ccc(SCc3ccc(Cl)cc3)nn2)n1	0.55
CCOC(=O)c1c(NC(=O)Nc2ccc(Cl)cc2)sc2c1CCC(C)C2 (stereo not given)	-0.15
O=C1CNC(=S)N1CCCn1ccnc1	-0.13
CC(C)c1nnc(NC(=O)CCCC(=O)O)s1	-1
CCOC(=O)N1CCN(CC(O)COc2cc(C)cc(C)c2)CC1 (stereo not given)	2.6
CCOC(=O)c1c(C)n(C)c2ccc(OCC(O)CN3CCCCC3)cc12 (stereo not given)	-0.3
Cc1cccc(Cn2nc(C(C)(C)C)cc2-c2nnc(SCC(=O)O)n2C2CCCCC2)c1	0.88
c1ccc(-c2oc3ncn4nc(-c5cccnc5)nc4c3c2-c2ccccc2)cc1	0.36
CN(C)c1ccc(C2Nc3ccc(C(=O)c4ccccc4)cc3NC3=C2C(=O)CCC3)cc1 (stereo not given)	5*
Cc1ccc2c(c1)N(C)/C(=C/c1sc3ccccc3[n+]1CCO)S2	1.1
CCOC(=O)c1c(NC(=O)c2ccco2)sc(C)c1-c1ccccc1	-0.75
CC(=O)OCCNc1ccc2noc3c2c1C(=O)c1ccccc1-3	0.48
NC(=O)C1=CN(Cc2c(Cl)cccc2Cl)CCC1C(F)(F)F (stereo not given)	-0.23
S=c1[nH]cnc2sc(-c3ccccc3)cc12	0.35
c1ccc(-c2nc3ccccc3s2)cc1	-0.24
O=C(Nc1csc(C(F)(F)F)c1-c1ccccc1)C(Cl)(Cl)Cl	-0.5
C/C(=C(\CCOP(=O)(O)O)SC(=O)c1ccccc1)N(C=O)Cc1cnc(C)nc1N	-0.59
O=C(O)CSCC(=O)N1CCCc2ccccc21	0.64
Cc1cc(C(F)(F)F)cc(NNS(=O)(=O)c2ccc(Cl)cc2Cl)n1	-0.76
Clc1cccc(Cl)c1CSc1cccs1	106
O=C1c2ccccc2NC(c2ccc(Br)cc2)N1Cc1ccco1 (stereo not given)	-1.8
COc1ccccc1OCc1nc(C#N)c(NCc2ccc3c(c2)OCO3)o1	0.69
CCOC(=O)CC1=Nn2c(nnc2-c2ccc(C)cc2)SC1	0.02
COc1cc(Cl)c(NC(C)=O)c(Cl)c1	1
CCCCNC(=O)n1c(=S)oc2cc(Cl)ccc21	2
O=C(c1cccs1)c1nn(-c2cccc(Cl)c2)c2nc(=O)c(Cc3ccc(Cl)cc3)nn12	-0.11
O=C(NCc1ccco1)C1CC(c2ccc(Cl)cc2)=NO1 (stereo not given)	1.6
CCOC(=O)N1CCc2c(sc3[nH]c(=O)n(-c4ccc(Cl)cc4)c(=O)c23)C1	-3.1
Cc1cc(C)c(Nc2nc(-c3cc(-c4ccccc4)no3)cs2)c(C)c1	-0.11
CCOC(=O)NC(O)C(=O)c1ccc(F)cc1 (stereo not given)	-1.1
Oc1ccccc1C1=NN2C(C1)c1cc(Cl)ccc1OC2c1ccsc1 (stereo not given)	12*

Brought forward from above: three compounds, then new ones.
SMILES	Dicer inh
Cc1cc(C)c(Nc2nc(-c3cc(-c4ccccc4)no3)cs2)c(C)c1	-0.11
CCOC(=O)NC(O)C(=O)c1ccc(F)cc1 (stereo not given)	-1.1
Oc1ccccc1C1=NN2C(C1)c1cc(Cl)ccc1OC2c1ccsc1 (stereo not given)	12*
Cc1cc(C)c2c(=O)c(-c3cc(C(=O)O)c4cc5ccccc5cc4n3)coc2c1	-1.5
Cc1oc(-c2cccs2)cc1C(=O)O	-1.3
O=C1CCCC(=O)C1C(=O)c1ccc(C(F)(F)F)cc1[N+](=O)[O-]	0.41
O=[N+]([O-])c1ccc(Oc2ccc(Cl)cc2C2CCCCC2)nc1	-1
CCOC(=O)c1c(C)oc2ccc(NS(=O)(=O)c3ccc(Cl)cc3)cc12	3.6*
CC(=O)N(c1ccc(C(F)(F)F)cc1)S(=O)(=O)c1ccc(N2C(=O)CCC2=O)cc1	-0.03
Cn1nc(C(C)(C)C)cc1NC(=O)Nc1cccc2ccccc12	1.4
c1ccc(Oc2nc(Oc3ccccc3)nc(Oc3ccccc3)n2)cc1	0.72
CCOC(=O)Nc1c(C)n(C)n(-c2ccccc2)c1=O	-0.69
Cc1onc(-c2c(F)cccc2Cl)c1C(=O)NC(=S)N=S(C)(=O)c1ccc(Cl)cc1 (stereo not given)	-0.62
Cn1c(-c2ccccc2O)[n+](C)c2ccccc21	-1.5
CCCCCc1ccc(NC(=O)Nc2c(Cl)cc(Cl)cc2Cl)cc1	-1.4
COc1ccc(OC)c(NC(=O)Cn2nnc3sc4c(c3c2=O)CCCC4)c1	1.1
CCOC(=O)C(=CNc1cc(C)no1)C(=O)OCC	-1.3
Fc1ccc(-c2cc(-c3nc4c5ccccc5ncn4n3)[nH]n2)cc1	1.2
CCN(CC)CCn1c2ccccc2n2cc(C)nc12	0.75
Nc1ncnc(Nc2ccc(Cl)cc2)n1	0.03
O=C1CC(C(=O)Nc2ccc(F)c(Cl)c2)N=C(N2CCCCC2)N1 (stereo not given)	2.7
c1ccc(-n2cnc3cc(NCc4ccco4)ccc32)cc1	4.7*
CC(C)(C)OC(=O)N1C(C(=O)O)COC1(C)C (stereo not given)	2.2

Structures shown so far that contain a nitro group on carbon:
SMILES	Dicer inh
NC(=O)c1cc([N+](=O)[O-])cc2c1-c1ccc([N+](=O)[O-])cc1/C2=N\O	0.67
O=C1CCCC(=O)C1C(=O)c1ccc(C(F)(F)F)cc1[N+](=O)[O-]	0.41
O=[N+]([O-])c1ccc(Oc2ccc(Cl)cc2C2CCCCC2)nc1	-1

Continued:
SMILES	Dicer inh
CSc1nnc(-c2ccc(C(C)(C)C)cc2)n1Cc1ccco1	-1.1
Cc1nnc2n1N=C(c1ccc(CC(C)C)cc1)C(C)S2 (stereo not given)	-0.13
COC(=O)Cc1nc(NC(=O)C2CCC2C(=O)O)sc1C (stereo not given)	3.3*
Cc1cc(C)c(C#N)c(SCSc2ccccc2)n1	-0.77
Cc1ccccc1C1CC(c2ccc(Br)cc2)Nc2nc(N)nn21 (stereo not given)	0.94
CSc1scc(-c2ccc(Cl)cc2)c1CNC(=O)Nc1ccccc1	-0.06
O=c1cc(C(F)(F)F)[nH]c2ccc(OC(F)(F)F)cc12	1.4
CC(C)n1c(C(O)c2ccc3c(c2)OCO3)nc2ccccc21 (stereo not given)	0.86
CCOC(=O)c1c(N)sc2c1CC(C)(C)OC2	-0.32
Cn1nc(-c2ccc(S(=O)(=O)NCC(=O)NNS(=O)(=O)c3ccc(Cl)cc3)s2)cc1C(F)(F)F	0.13
O=C(CSc1ncccc1C(F)(F)F)c1ccc(Cl)cc1	-0.94
O=C(CC1(O)C(=O)N(Cc2ccccc2Cl)c2ccccc21)c1ccccn1 (stereo not given)	1.9
CSC(SC)=C(C#N)C(=O)c1ccc(Cl)cc1	1.8
CCCCn1c(NCc2ccco2)nc2ccccc21	0.34
O=C1C(=O)N(CCN2CCOCC2)C(c2cccs2)/C1=C(\O)c1ccc(F)cc1 (stereo not given)	0.17
Cc1oc(S(=O)(=O)N2CCCCC2)cc1C(=O)Nc1ccc(F)cc1	-0.5
CCc1ccc2oc(-c3cc(N)ccc3Cl)nc2c1	4.5*
Cc1cc(C)n2ncc(/C(N)=N/OC(=O)c3ccccc3Cl)c2n1	-3.8
COc1cccc(OCc2nc(-c3ccc(Cl)cc3)no2)c1	-3.6
CSc1noc(-c2ccc(S(=O)(=O)NCc3ccccc3)s2)c1C#N	0.24
Cc1cccn2cc(-c3ccc(F)cc3)cc12	4.4*
Cc1ccc2oc(-c3cccc(N4C(=O)c5cccnc5C4=O)c3)nc2c1	-1
O=C(NCc1ccc2c(c1)OCO2)Nc1ccc(OCc2ccccc2)cc1	0.45
C=CCN=C1CC(C)(C)CC(=O)/C1=C(\O)CCC(=O)OC	2.4
CC(C)(CC(=O)O)CC(=O)Nc1ccc2c(c1)OCO2	-0.24
Cc1nn(C(C)(C)C)c(NC(=O)c2ccc(Cl)cc2Cl)c1Br	3.3*
CN(C)c1ccc(C=C(c2ccc(N)cc2)c2ccc(N)cc2)cc1	6.4*
N#Cc1nccnc1Sc1ccc(Cl)cc1	-2.9
Cc1ccc(CSc2n[nH]c(-c3ccc(C(C)(C)C)cc3)n2)cc1	1.1
N#C/C(=C\NCc1ccco1)S(=O)(=O)c1ccc(Cl)cc1	-0.94
O=c1oc2cc3occ(-c4ccc(F)cc4)c3cc2c2ccccc12	0.95
COc1ccc(OC)c(-c2oc3ccccc3c(=O)c2O)c1	-2.5
FC(F)(F)c1ccccc1-n1nnnc1-c1ccc(Cl)cc1	-2.7
CCc1nc(SCC(=O)c2ccc(O)c(O)c2)n[nH]1	0.01
COC(=O)c1sccc1N/N=C/c1ccc(F)cc1	0.01
COC(=O)c1cc(=O)n(-c2c(Cl)cc(C(F)(F)F)cc2Cl)[nH]1	-0.3
O=C(O)CSc1nnc(-c2ccc(O)cc2)o1	-1.8
C/C(=C\c1ccc(C(C)C)cc1)C1NCC(c2ccc([N+](=O)[O-])cc2)O1 (stereo not given)	0.91
O=C1c2nccnc2C(=O)N1c1ccc2c(c1)OCO2	1.1
CCCCN(CC)c1nc(-c2ccco2)c2c(c1C#N)CC(C)(C)OC2	0.03
CC1CC(NC(=S)NCCO)CC(C)(C)C1 (stereo not given)	0.83
CC(C)(C)c1ccc(-c2cc(NS(=O)(=O)c3ccc(Cl)cc3)n[nH]2)cc1	-7.5
NC(=O)C1CCN(C(=O)CN2CCc3ccccc3C2)CC1	0.35
C=CCn1c(-c2cc(-c3ccccc3)sc2N)n[nH]c1=S	0.55
COc1ccc2cnn(-c3nc4ccccc4[nH]3)c(=O)c2c1OC	1.9
O=C(c1nn2c(C(F)(F)F)cc(-c3ccc(F)cc3)nc2c1Cl)N1CCOCC1	4.2*
COc1ccc(N2C(=O)CC(c3ccccc3)C2=O)cc1 (stereo not given)	4.3*
Cc1nn(C)c2[nH]c(C(F)(F)F)cc(=O)c12	1.1
COc1ccc(C(=O)NNS(=O)(=O)c2cn(C)cn2)cc1OC1CCCC1	-0.26
Cc1cc(Cc2ccc(C(F)(F)F)cc2)c(=O)[nH]n1	3.1*
O=C(O)CSCC(=O)Nc1cccc2ccccc12	0.9
COc1ccc(S(=O)(=O)n2c(C)nc3ccccc32)cc1OC	-0.67
FC(F)(F)c1cccc(-n2cccc2)c1	1.3
FC(F)(F)c1cc(-c2ccc(Br)cc2)nc2ncnn12	-0.18
CC1(C)Cc2cccc(C(=O)Nc3ccncc3)c2O1	-0.16
Cn1c(=O)c2c(nc(Oc3ccc(Br)cc3Br)n2Cc2ccccc2)n(C)c1=O	-0.77
Cc1ccc(S(=O)(=O)NC2=NCN(C(C)C)CN2)cc1	0.18
O=C(OCCN1CCCCC1)c1cccs1	3.7*
CCc1ccccc1N1CC(O)=C(c2nc3ccccc3c(=O)[nH]2)C1=N	4.9*

Copied from the list:
`FC(F)(F)c1ccccc1-n1nnnc1-c1ccc(Cl)cc1` @ Dicer inh = -2.7
`CCc1cccc(C)c1NC(=O)N(Cc1ccccc1)C(C)C` @ Dicer inh = 0.43
`Cn1nc(-c2ccc(S(=O)(=O)NCC(=O)NNS(=O)(=O)c3ccc(Cl)cc3)s2)cc1C(F)(F)F` @ Dicer inh = 0.13
`Cn1c(=O)c2c(nc(Oc3ccc(Br)cc3Br)n2Cc2ccccc2)n(C)c1=O` @ Dicer inh = -0.77
`COc1ccc(N2C(=O)CC(c3ccccc3)C2=O)cc1` (stereo not given) @ Dicer inh = 4.3*

Screens deposited in PubChem BioAssay by Center for Chemical Genomics, University of Michigan.

Not all compounds are listed; rates above refer to the full screens.
